High-throughput results: PubChem, Southern Research Specialized Biocontainment Screening Center
tuberculosis growth: growth inhibition of non-replicating M. tuberculosis (AID 488890) | Mycobacterium tuberculosis non-replicating, growth inhibition; higher % means a stronger effect | one-dose inhibition, % at 25 µM; IC50 in µM for titrated hits | hit rate 0.39% among 320,000; in the data active = a potency from the dose series; inconclusive = inhibition mostly from about 82% at the one dose, without a potency; inactive = the rest, 99 in 100 with inhibition below about 76%;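 also: plate controls were DMSO cells for no effect and high antibiotic wells for full effect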
H1N1 NS1A inhibition: H1N1 influenza NS1A inhibitors, functional cell based assay (AID 504329); NS1A functional cell-based assay, percent inhibition; higher % means a stronger effect; inhibition, % at 12.5 µM, or IC50 in µM where a hit was titrated; hit rate 0.3% among 340,000; in the data active = a potency from the dose series; inconclusive = inhibition above about 27% without an active follow-up result; also: strong numbers were not always called active
M. tuberculosis HTS: M. tuberculosis growth inhibition, HTS (AID 449762). hit rate 0.59% among 330,000. inhibition, % at 25 µM; hits with a dose series show IC50 in µM. M. tuberculosis H37Rv growth inhibition, 7H9 media; higher % means a stronger effect; in the data active = a potency from the dose series; inconclusive = inhibition above about 70% without an active follow-up result;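 also: bacterial growth assessed after seven days of incubation; strong numbers were not always called active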
PhoP GFP inhibition: PhoP regulon inhibitors, Salmonella typhi PhoP promoter GFP reporter, confirmatory (AID 1850). Salmonella Typhi PhoP-promoter GFP reporter, fluorescence, 4 h; higher % means a stronger effect. inhibition, % at 50 µM; hits with a dose series show IC50 in µM. hit rate 0.33% among 310,000; in the data active = a potency from the dose series; inconclusive = inhibition mostly from about 25% at the one dose, without a potency; inactive = the rest, 99 in 100 with inhibition below about 19%;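 also: 0% = induced wells with vehicle and 100% = uninduced wells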
VEEV TC-83 Vero: inhibitors of VEEV TC-83 cytopathic effect, confirmation, Vero cells (AID 588727). Vero cells, VEEV TC-83 cytopathic effect inhibition; higher % means a stronger effect. one-dose inhibition, % at 20 µM; IC50 in µM for titrated hits. hit rate 0.13% among 350,000; in the data active = a potency from the dose series; inconclusive = inhibition mostly from about 14% at the one dose, without a potency; inactive = the rest, 99 in 100 with inhibition below about 12%; also: strong numbers were not always called active
VEEV TC-83 Vero 10K pilot screen: second read-out of VEEV TC-83 Vero, no call of its own (marks repeat the call); inhibition, %; measured here: 10K pilot screen inhibition
Active calls of the source: *; i = inactive; ? = inconclusive; / = not tested or not shown; & = joins results of further samples. Hits appear at their usual frequency; about 1.6% have a hit in one of these screens.

SMILES | tuberculosis growth | H1N1 NS1A inhibition | M. tuberculosis HTS | PhoP GFP inhibition | VEEV TC-83 Vero | others
CC(=O)c1ccc(N2C(=O)[C@@H]3C(CCC(N)=O)NC4(C(=O)Nc5c4ccc(Cl)c5C)[C@@H]3C2=O)cc1 (stereo partly specified) | 5% | 2% | -12% | -5% | 6.0%
CNC(=S)N1CCN(c2ccccc2OC)CC1 | -10% | 1% | 5% | -3% | 3.1%
CCN(CC)C(=O)[C@H]1C[C@H](CC(=O)NCCc2ccccn2)C(=O)N2CCc3c([nH]c4cc(CCC(=O)N(C)C)ccc34)[C@]12C | / | -8% | / | / | 0.8%
CCOC(=O)c1sc(NC(=O)CNC(=O)Cn2cnc3sc(C)c(C)c3c2=O)nc1C | 10% | -2% | 16% | -9% | 0.8%
CCCCC(=O)OCC(=O)N1N=C(c2c[nH]c3ccccc23)C(O)C1c1ccc(OC)cc1 (stereo unspecified) | 19% | -14% | 11µM* | -13% | i
C=CCNC(=S)N(CC=C)C1CCS(=O)(=O)C1 (stereo unspecified) | -21% | 3% | 0% | -2% | i
O=C(COc1ccc(Cl)cc1)NCC(=O)N/N=C/c1cccs1 | 26% | 6% | 8% | -36% | 1.3%
COc1ccc(S(=O)(=O)N(CC(=O)NC2CC2)C2CCCCC2)cc1Cl | 5% | 5% | 6% | 6% | 7.3%
COc1ccc(-c2cn(CCC(=O)O)c(C)n2)cc1 | 6% | -22% | 5% | 5% | 0.8%
COC(=O)c1ccc(NC(=O)NCCCl)cc1 | 14% | 3% | 0% | -2% | 0.2%
Cc1ccc(S(=O)(=O)NC(=O)c2cc(C)n(CC(c3ccccc3)N(C)C)c2C)cc1 (stereo unspecified) | 14% | 3% | -1% | -1% | 1.3%
COc1cc(OC)cc(-c2sc3ccc(OC)cc3c2-c2ccc(O)cc2)c1 | / | 0% | 63% | / | 9.4%
Cn1cccc1C(=O)OCc1ccc(C(C)(C)C)cc1 | 17% | 5% | 2% | -2% | i
COc1ccc(CNC(N)=O)cc1 | -6% | -6% | -7% | 4% | 0.7%
O=C1c2ccccc2C2(c3cc(C(F)(F)F)cc(C(F)(F)F)c3)NCCN12 (stereo unspecified) | 13% | -5% | 9% | 7% | 0.8%
CC12CCC(=O)C=C1CCC1C2C(O)CC2(C)C(c3csc(N)n3)CCC12 (stereo unspecified) | / | 3% | / | / | 0.4%
S=C(Nc1ccc2nc(-c3ccccn3)c(-c3ccccn3)nc2c1)N1CCCCC1 | / | -3% | / | / | 10.0%
CNC(=S)Nc1ccc2nc(C)c(C)nc2c1 | 47% | 1% | -3% | -6% | 2.0%
O=C(Nc1ccccc1-c1nnc(SCc2ccccc2)o1)c1ccccc1 | 7% | -1% | -4% | 2% | i
Cc1csc2c(N3CCN(C(=S)Nc4ccc(C(F)(F)F)cc4)CC3)ncnc12 | 39% | -6% | -6% | 5% | 0.0%
Cc1ccc(C(=O)Nc2c3c(nn2C(C)(C)C)CS(=O)(=O)C3)cc1C | -14% | 2% | 0% | 0% | 2.5%
Cc1ccc(CN(Cc2cc3cccc(C)c3[nH]c2=O)C(=S)NCCCN(C)C)cc1 | 45% | 13% | -5% | -14% | 8.6%
CCSc1nnc(NC(=O)c2nc(S(=O)(=O)Cc3ccc(F)cc3)ncc2Cl)s1 | 63% | -8% | 0% | 4% | i
C=CCSc1nnc(CCc2ccccc2)n1N | / | 2% | / | / | i
CNC[C@H](O)c1cccc(O)c1 | -8% | 0% | -4% | 0% | 0.7%

Quoted at random: six compounds from above
SMILES | tuberculosis growth | H1N1 NS1A inhibition | M. tuberculosis HTS | PhoP GFP inhibition | VEEV TC-83 Vero | others
CCSc1nnc(NC(=O)c2nc(S(=O)(=O)Cc3ccc(F)cc3)ncc2Cl)s1 | 63% | -8% | 0% | 4% | i
CNC(=S)N1CCN(c2ccccc2OC)CC1 | -10% | 1% | 5% | -3% | 3.1%
O=C(Nc1ccccc1-c1nnc(SCc2ccccc2)o1)c1ccccc1 | 7% | -1% | -4% | 2% | i
CCCCC(=O)OCC(=O)N1N=C(c2c[nH]c3ccccc23)C(O)C1c1ccc(OC)cc1 (stereo unspecified) | 19% | -14% | 11µM* | -13% | i
Cc1csc2c(N3CCN(C(=S)Nc4ccc(C(F)(F)F)cc4)CC3)ncnc12 | 39% | -6% | -6% | 5% | 0.0%
CCOC(=O)c1sc(NC(=O)CNC(=O)Cn2cnc3sc(C)c(C)c3c2=O)nc1C | 10% | -2% | 16% | -9% | 0.8%

The list continues:
SMILES | tuberculosis growth | H1N1 NS1A inhibition | M. tuberculosis HTS | PhoP GFP inhibition | VEEV TC-83 Vero | others
COc1ccc(F)cc1CSc1nnnn1-c1ccc(O)cc1 | 11% | -8% | 2% | 0% | 0.3%
COc1ccc(Cc2nnc(NC(=O)c3ccc(OC(C)=O)cc3)s2)cc1OC | 1% | 11% | 2% | 0% | 1.0%
Cc1cccc(NC(=O)[C@@H](CC(C)C)NC(=O)[C@@H]2Cc3ccccc3CN2)c1 | 13% | -1% | 12% | -28% | i
COc1cccc(C(=O)C2CCCN(CC3=Cc4cc(OC)ccc4OC3)C2)c1 (stereo unspecified) | 82% | 14% | 6% | -2% | i
CC1Cc2ccccc2N1C(=O)Cn1cnc2c1c(=O)n(C)c(=O)n2C (stereo unspecified) | 4% | -3% | 11% | -6% | 1.4%
CC(C)c1ccc(NC(=O)CCN2C(=O)[C@@H]3Cc4ccccc4CN3C2=O)cc1 | -3% | -4% | 0% | -4% | 1.8%
C[C@]12CCC3C(CC[C@H]4C[C@@H](O)CC[C@]34C)[C@H]1C=CC2=O (stereo partly specified) | 31% | 0% | 1% | / | 6.5%
COc1ccc2cc(C3CC(c4ccco4)=NN3C(=O)CCC(=O)O)c(Cl)nc2c1 (stereo unspecified) | -13% | -4% | -6% | -1% | 0.8%
Cc1ccc(C(=O)N/C(=C\c2ccc3c(c2)OCO3)C(=O)N2CCOCC2)cc1 | -8% | -7% | -4% | -5% | 1.4%
O=C(N[C@@H](Cc1c[nH]c2ccccc12)C(=O)NC1CC1)c1ccccc1Cl | -8% | -3% | 4% | -3% | 1.9%
Cc1ccc(C)c(N2CCN(C(=O)Cc3ccc(NC4=NC5CS(=O)(=O)CC5S4)cc3)CC2)c1 (stereo unspecified) | 0% | 4% | -11% | -1% | 1.4%
CCOc1ccc(NC(=O)CN(C)CC(=O)NC2CCCc3ccccc32)cc1OCC (stereo unspecified) | 33% | 8% | -4% | -7%&0% | 1.7% | VEEV TC-83 Vero 10K pilot screen=1.7
CS(=O)(=O)Nc1ccc(C(=O)NCCSCc2ccccc2)cc1 | -5% | 3% | 2% | -10% | 1.5%
COc1ccc(C2CC(c3ccccc3F)=NN2c2ccc(S(N)(=O)=O)cc2)cc1 (stereo unspecified) | / | -25% | / | / | 1.1%
C=CC[C@@H](CC(=O)N(CCO)Cc1ccccc1)C(=O)N[C@@H](C)COC(=O)[C@@H](CC=C)CC(=O)OC(C)(C)C | 3% | 2% | -2% | / | 0.3%
O=C(COc1cc(Cl)c(Cl)cc1Cl)NCCc1ccccn1 | -3% | -2% | 0% | 2% | i
CC(C)C(NC(=O)c1ccc(Cl)cc1Cl)C(=O)NCCc1ccccn1 (stereo unspecified) | / | -10% | / | / | 0.7%
Cc1ccc(OC(C)C(=O)Nc2ccc3c(c2)n(C)c(=O)n3C)c(C)c1 (stereo unspecified) | 38% | 3% | 0% | -6% | 0.1%
CC(NC(=O)COC(=O)c1cc([N+](=O)[O-])ccc1N1CCOCC1)c1ccccc1 (stereo unspecified) | 5% | -14% | -9% | -6% | 8.9%
Cc1cc(NC(=O)CN2C(=O)c3ccccc3C2=O)no1 | -18% | -7% | 0% | 4% | 0.3%
CCN1C(=O)[C@H]2[C@@H](c3ccc(C)cc3)N3C(=O)N(c4ccccc4)C(=O)[C@@]3(CC)[C@H]2C1=O | -15% | 0% | 1% | -1% | i
COc1ccc(-n2c(O)c(C=Nc3ccccc3)c3ccccc3c2=O)cc1OC | -1% | -10% | 8% | 3% | 0.1%
CN(CC(=O)Nc1ccc(F)cc1)C(=O)c1ccc(N2C(=O)CCC2=O)cc1 | 19% | -8% | -2% | / | 6.4%
COCCCN1CCc2[nH]c(=S)[nH]c(=O)c2C1 | -15% | -5% | 0% | 6% | 0.4%
COc1ccc(NC(=O)CCS(=O)(=O)c2cccc3nonc23)c(OC)c1 | 34% | -6% | 5% | 3% | 1.0%

Further entries follow:
SMILES | tuberculosis growth | H1N1 NS1A inhibition | M. tuberculosis HTS | PhoP GFP inhibition | VEEV TC-83 Vero | others
O=C(OCc1nnc(-c2ccccc2)o1)c1cc(F)c(F)cc1Cl | ? | -8% | 67% | -9% | 0.3%
CCC(C)C(=O)Nc1nc2c(s1)C(=O)CC(C)(C)C2 (stereo unspecified) | / | 2% | -9% | -6% | 2.6%
O=C(Nc1cc(Cl)ccc1N1CCOCC1)c1ccc(=O)[nH]c1 | 7% | 2% | 4% | / | i
COc1cc(C(=O)NCCCNc2nc3c(C)cc(C)cc3cc2C#N)cc(OC)c1OC | 41% | -12% | 5% | 3% | 2.5%
COc1ccc(-n2nnnc2-c2cnc(N3CCCC3)nc2C(F)(F)F)cc1 | 3% | -3% | 0% | -9% | 3.1%
O=C1c2ccccc2C(=O)N1CC(O)COc1ccc(Cl)cc1 (stereo unspecified) | 9% | -8% | -8% | -1% | i
C=CCn1c(O)c2ccc(C(=O)N=NC(=O)COc3ccccc3F)cc2c1O | -10% | -2% | 0% | 8% | i
COCCn1cnc2c(c1=O)c1nc3ccccc3nc1n2/N=C/c1ccco1 | -9% | 2% | 8% | 7% | 0.4%
C=CCn1c(-c2cnn(-c3ccccc3)c2N)n[nH]c1=S | -20% | -2% | -8% | -5% | 3.0%
CCOc1cc(C(=O)Nc2nnc(C)s2)cc(OCC)c1OCC | 2% | -12% | -5% | -7% | 9.0%
COc1ccc(-c2cc(C(=O)Nc3cc(C)nn3-c3ccccc3)no2)cc1 | 41% | 3% | -1% | -9% | 0.5%
COc1ccc(OC(C)C(=O)N2CC(C)OC(C)C2)cc1 (stereo unspecified) | -18% | -5% | -7% | -2% | i
CC(C)(C)CN1CCNC(=O)C1CC(=O)N1CCC(C(=O)N2CCOCC2)CC1 (stereo unspecified) | -4% | 1% | 5% | 7% | 0.4%
COC(=O)c1ccc(-c2csc(NC(=O)c3c(C)noc3C)n2)cc1 | / | -8% | / | / | 7.1%
Cc1ccc(S(=O)(=O)Nc2ccc3c(c2)C(=O)N([C@H](C)CO)C[C@H](C)[C@@H](CN(C)Cc2ccc(-c4ccccc4)cc2)O3)cc1 | 45% | 16% | 58% | / | 3.7% | VEEV TC-83 Vero 10K pilot screen=0.1
COc1ccccc1-c1nc(C#N)c(N2CCN(Cc3ccccc3)CC2)o1 | 0% | -6% | 5% | -7% | 7.2%
CC1(C)Cc2ccccc2C(=NCC(=O)O)N1 | -9% | -6% | -2% | -1% | 0.6%
CN(C)Cc1c[nH]c2nc[nH]c(=O)c12 | / | 6% | / | / | 0.3%
Cc1cc(NC(=O)CSc2nc3ccccc3n2CC(=O)N2CCCCC2)no1 | 8% | -46% | 6% | -5%&2% | 3.2%
COc1ccc(CCN(C)CC(=O)Nc2c(C)cc(C)cc2C)cc1OC | 13% | -16% | 0% | -6% | i
Cc1ccc2nnnc(-c3ccccc3)c2c1 | -12% | -6% | -2% | -6% | 0.2%
CCOC(=O)c1cc(C#N)c(N2CCN(C(=O)c3cccc(C(F)(F)F)c3)CC2)nc1C(F)(F)F | 11% | -5% | 11% | -6% | i
Cc1cccc(N2CC(C(=O)OCC(=O)c3ccc(OC(=O)c4cccs4)cc3)CC2=O)c1C (stereo unspecified) | 64% | 1% | -2% | 5% | i
COc1ccc(S(=O)(=O)N(C)C[C@H]2Oc3c(NC(=O)C4CC4)cccc3C(=O)N([C@H](C)CO)C[C@@H]2C)cc1 | 14% | 3% | -9% | / | 0.3%
COCC(=O)Nc1c(C(=O)N2CCCC2)oc2ccccc12 | -8% | 0% | 4% | -5% | i
OCCc1ccc(O)c(-n2nc3ccccc3n2)c1 | -5% | 1% | 1% | 6% | 2.1%
CN(C)CCNC(=O)c1ccc(-c2nn(C)c(=O)c3ccccc23)cc1 | -8% | -7% | 4% | 12% | 0.0%
Cc1cccc(OCCOC(=O)c2c(-c3ccccc3)noc2C)c1 | ? | -12% | ? | 14% | 0.9%
OC(CSc1c(Cl)cccc1Cl)CN1CCN(c2ccc(F)cc2)CC1 (stereo unspecified) | 0% | 3% | 8% | -4% | 0.3%
